Assay outcomes (PubChem)
Rat MKP-3 inhibitors: MKP-3 phosphatase inhibitors, primary screen, biochemical, rat enzyme, in vitro (AID 425); 0.17% of 110,000 active; inhibition, % at 20 µM, or IC50 in µM where a hit was titrated; Dual specificity protein phosphatase 6 (Rattus norvegicus); recombinant MKP-3 phosphatase activity, fluorescence; higher % means a stronger effect; in the data active = inhibition above about 50%;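 also: plate controls were vehicle for no effect and reference inhibitor for full effect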
Hsp70 inhibitors: Hsp70 inhibitors, probe displacement, primary screen, biochemical, fluorescence polarization (AID 583) | 0.06% of 140,000 active | Hsp70 fluorescence polarization probe displacement, mP; higher % means a stronger effect | Heat shock 70 kDa protein 1A (Homo sapiens) | displacement, % at 20 µM, or IC50 in µM where a hit was titrated; in the data active = displacement above about 50%;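 also: plate controls were vehicle for no effect and reference ligand for full effect; a part of the inactive calls stands beside numbers as strong as those of hits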
The depositor's hits bear a star; . = not tested or not shown; & = joins results of further samples. A portion of the library; count on the stated rates, not on these rows.

Order of results: Rat MKP-3 inhibitors, Hsp70 inhibitors
(1) COc1ccc(N(CC(=O)Nc2ccc3c(c2)OCCO3)S(=O)(=O)c2c(C)noc2C)cc1
  -11%, -0.3%
(2) CCCc1cc(=O)n2[nH]c(Cc3ccccc3)nc2n1
  -11%, -2.1%
(3) CCOc1ccccc1NC(=O)c1ccc(F)c(S(=O)(=O)N2CCC3(CC2)OCCO3)c1
  -9%, -3.1%
(4) COc1ccc(O/C(=N\S(=O)(=O)c2ccccc2)c2ccccc2)cc1
  -2%, 4.8%
(5) CSc1nc(SC)c2c3c(oc2n1)COC(C)(C)C3
  -8%, -0.2%
(6) C=CCNC(=O)CN(c1ccc(C(C)C)cc1)S(=O)(=O)c1ccccc1
  -2%, 5.1%
(7) Cc1cc(C)nc(SCC(=O)Nc2cccc(C(F)(F)F)c2)n1
  2%, -6.8%
(8) CC1=CC(C)C2COC(c3ccccc3O)C1C2 (stereo not given)
  1%, -3.6%
(9) COc1cc2nc(NCCN3CCOCC3)n3nc(-c4ccccc4)nc3c2cc1OC
  3%, 0.3%
(10) COc1ccc(S(=O)(=O)N2CCN(CC(=O)Nc3cc(C(F)(F)F)ccc3Cl)CC2)cc1
  10%, 2.5%
(11) C=CCNC(=S)NNC(=O)CCn1c2ccccc2c2ccccc21
  0%, 14%
(12) Cc1ccc(-n2c(C)cc3c2CCCC3=O)cc1
  -9%, -3.0%
(13) CC(C)Cc1nnc(NC(=O)CCC(=O)N2CCOCC2)s1
  -4%, 3.8%
(14) Cc1cc(C(F)(F)F)nc(SCc2ccc(C(=O)O)o2)n1
  -15%, 0.4%
(15) O=C(NC1CCCCC1)c1nc2nc(-c3ccccc3)cc(C(F)(F)F)n2n1
  0%, 3.3%
(16) O=C(NC1(C(F)(F)F)C(=O)Nc2c1c(=O)[nH]c(=O)n2Cc1ccccc1)c1ccc(Cl)cc1 (stereo not given)
  ., -0.6%
(17) Cc1cnc(NC(=O)COc2ccccc2Cl)s1
  -4%, 3.1%
(18) COc1ccccc1OCCOCCOc1ccccc1OC
  3%, -4.4%
(19) O=C(O)C1CC=CCC1C(=O)Nc1ccc(F)c(F)c1 (stereo not given)
  -14%&-2%, 0.6%&2.8%
(20) COc1ccc(C)cc1S(=O)(=O)Nc1ccc(F)cc1
  -3%, 1.4%
(21) O=c1c2c(-c3ccc([N+](=O)[O-])cc3)csc2nc2n1CCC2
  ., 0.9%
(22) Nc1c(C(=O)O)cc(O)c2c1C(=O)c1ccccc1C2=O
  2%, 21%
(23) Cc1ccc(N=Cc2ccc[nH]2)c(O)c1
  0%, -3.4%
(24) COc1cc2c(cc1NC(=O)c1ccc(I)cc1)oc1ccccc12
  -7%, 3.4%
(25) COc1ccc(N2CCCn3c2nc2c3c(=O)n(Cc3ccccc3F)c(=O)n2C)cc1
  -8%, -0.6%
(26) CC(C)C(c1nnnn1C1CCCCC1)N1CCc2ccccc2C1 (stereo not given)
  1%, 2.4%
(27) CCOc1ccc(C(=O)Nc2ccc(N3CCOCC3)c(Cl)c2)cc1Cl
  1%, 4.0%
(28) CS(=O)(=O)N(CC(=O)Nc1cccc(Cl)c1)c1ccc(Br)cc1
  2%, -3.3%
(29) O=C(Nc1cccc2c1C(=O)c1ccccc1C2=O)c1ccc2c(c1)OCO2
  4%, 15%
(30) Cn1c(NCc2ccco2)nc2ccccc21
  -17%, -3.7%
(31) O=C(Nc1ccc(F)c(Cl)c1)c1nn2c(c1Cl)NC(c1ccccc1)CC2C(F)(F)F (stereo not given)
  1%, 0.3%
(32) COC(=O)c1cccc(-n2nnnc2SCC(=O)Nc2nc3c(s2)CCCC3)c1
  -10%, -3.7%
(33) COc1cc(C(=O)Nc2ccc(C(=O)O)cc2)c2ccccc2n1
  2%, -2.2%
(34) CCN1C(=O)/C(=C\c2ccc([N+](=O)[O-])o2)SC1=S
  11%, -19%
(35) Cc1ccc2nc(NC(=O)c3ccccc3Cl)sc2c1
  0%, -3.7%
(36) O=C(Nc1nc(N2C(=O)c3ccccc3C2=O)n(-c2ccccc2)n1)c1ccc(F)cc1
  ., -0.9%
(37) CCOC(=O)c1c(NC(=O)CN2C(=O)c3ccccc3C2=O)sc2c1CCCC2
  0%, 1.6%
(38) CC(C)NC(=O)Cn1c(SCC(=O)N2CCc3ccccc3C2)nc2ccccc21
  -6%, 2.9%
(39) COc1ccc(-c2nc(-c3cccs3)c(-c3cccs3)[nH]2)cc1O
  4%, -9.9%
(40) CCOc1cc(CN2CCN(CCOCCO)CC2)ccc1OC
  ., 4.8%
(41) Cc1cc(NCc2ccc3c(c2)OCO3)n2nc(C)nc2n1
  4%, 0.7%
(42) O=C(COc1ccc2ccc(=O)oc2c1)c1ccc(-c2ccccc2)cc1
  3%, 0.2%
(43) CCOc1cc(/C=C2\C(=O)N(c3ccc(S(N)(=O)=O)cc3)N=C2C)cc(Br)c1O
  6%, -1.0%
(44) c1c2c(cc3sc(N4CCOCC4)nc13)OCO2
  7%, -1.0%
(45) COc1ccc(C(=O)N2c3ccccc3C(N(C(C)=O)c3ccccc3)CC2C)cc1 (stereo not given)
  3%, 2.8%
(46) COc1ccc(CCNC2CC(=O)N(c3ccc(OC)cc3)C2=O)cc1 (stereo not given)
  0%, 5.4%
(47) CCCCn1c(SCC(=O)NCc2ccco2)nc2c1c(=O)n(C)c(=O)n2C
  ., -1.1%
(48) COCCNC(=O)CN(c1ccc(F)cc1)S(=O)(=O)c1ccccc1
  -2%, 2.0%
(49) CC(C)N1C(=O)CN(C2CCCCCC2)C(=O)C1c1ccccc1F (stereo not given)
  -18%, -3.2%
(50) CC(NC(=O)Nc1ccccc1C(F)(F)F)C1CCCO1 (stereo not given)
  2%, 1.4%
(51) CCOC(=O)C1=C(N2CCCCC2)c2cc3c(n2C1=O)CCCC3
  0%, 2.8%
(52) CC(C)(C)C1CCc2c(sc(NC(=O)c3ccncc3)c2C(N)=O)C1 (stereo not given)
  6%, 0.5%
(53) CCOc1ccc2[nH]c(=O)c(CN(Cc3ccc(C)cc3)C(=O)N3CCCC3)cc2c1
  2%, -7.0%
(54) COc1cc(C(=O)NCc2nnc(SCC(=O)N3CCCCC3)o2)cc(OC)c1OC
  0%, .
(55) CC1=C(C#N)C(c2cn(-c3ccccc3)nc2-c2cccs2)C(C#N)=C(C)N1
  -1%, 2.1%
(56) CCOc1ccc(CCNC(=O)c2oc3c(c2C)-c2[nH]ncc2CC3)cc1OCC
  -7%, 0.2%
(57) CC1(C)Cc2c(sc(NC(=O)c3ccco3)c2C#N)C(C)(C)N1
  -6%, 1.4%
(58) O=C(c1ccccc1)c1ccc2nc(-c3cccnc3)[nH]c2c1
  4%, 1.0%
(59) O=C(NCc1ccc2c(c1)OCO2)C1CCCN(S(=O)(=O)c2cccc3cccnc23)C1 (stereo not given)
  1%, -0.7%
(60) Cc1ccc(C(CC(=O)NCc2ccco2)c2ccc(OC(C)C)cc2)cc1 (stereo not given)
  ., 2.1%

(list continues)
Order of results: Rat MKP-3 inhibitors, Hsp70 inhibitors
(61) Cc1cccc(N(CC(=O)Nc2ccc(F)cc2)S(C)(=O)=O)c1
  ., 10%
(62) COc1ccc(OC)c(S(=O)(=O)Nc2cccc(C(C)=O)c2)c1
  -1%, 0.8%
(63) C=CCNC(=O)C(=O)NCCCOC(C)C
  -2%, -3.6%
(64) CCN(CC)c1ccc(C2C(C(C)=O)C(=O)CC(C)(O)C2C(C)=O)cc1 (stereo not given)
  ., 1.3%
(65) COc1ccc(/C=C2/Sc3ccccc3C2=O)cc1[N+](=O)[O-]
  0%, -11%
(66) COc1ccc(CC(=O)N2CCC(Nc3nc4ccccc4n3Cc3ccc(F)cc3)CC2)cc1
  ., -7.6%
(67) CCOC(=O)C(C)Sc1nc2c(cnn2-c2ccc(C)cc2)c(=O)[nH]1 (stereo not given)
  -16%, 5.6%
(68) Cc1ccccc1N1CC(C(=O)OCC(=O)c2ccc(Br)cc2)CC1=O (stereo not given)
  0%, -4.6%
(69) O=C(O)CCCc1sc(/C(=N\O)C(=O)O)cc1[N+](=O)[O-]
  2%, 0.6%
(70) O=C(NCc1ccccc1)C1CCN(C(=O)NCc2ccccc2)CC1
  2%, -1.8%
(71) O=C(c1ccc2c3c(cccc13)CC2)N1CCN(c2ccccn2)CC1
  2%, 4.0%
(72) CCCn1nnc(NC(=O)COc2ccccc2Cl)n1
  -3%, 6.5%
(73) CN(C)c1ccnc2sc3c(=O)n(-c4ccccc4)cnc3c12
  -7%, -0.1%
(74) CS(=O)(=O)N1CCN(C(=O)c2csc3ccccc23)CC1
  -6%, 3.5%
(75) COc1ccc2c(c1)n([O-])c1c([n+]2=O)CCC1
  -5%, 2.0%
(76) O=C(O)COc1c(Cl)cc(/C=C2\C(=O)NC(=O)N(c3ccccc3)C2=O)cc1Cl
  5%, 0.0%
(77) CN1CCN(S(=O)(=O)c2cccc(C(=O)Nc3sc4c(c3C(N)=O)CCCC4)c2)CC1
  -9%, -2.4%
(78) CCCS(=O)(=O)N1CCN(C(=O)c2cccc(OC)c2)CC1
  0%, 2.8%
(79) CC(C)C1=NN(C(=O)c2ccccc2)C(O)(C(C)(C)C)C1 (stereo not given)
  0%, 0.7%
(80) COc1ccc(N(CC(=O)Nc2cc(C)ccc2OC)S(=O)(=O)c2c(C)noc2C)cc1
  -7%, 12%
(81) CCCc1cc(=O)oc2cc(OCc3c(F)cccc3Cl)ccc12
  2%, -3.3%
(82) Cc1ccn2cc(-c3cccc(NC(=O)c4cc5cc(Br)ccc5oc4=O)c3)nc2c1
  1%, -3.7%
(83) Cn1c(N)c(C(=O)NCc2ccccc2)sc1=S
  -7%, -4.8%
(84) O=C(N=Nc1c(O)n(CN2CCOCC2)c2ccc(Br)cc12)c1ccncc1
  -5%, 2.5%
(85) CCc1ccc(/C=C2\SC(=S)N(CC(=O)N3CCOCC3)C2=O)cc1
  4%, 3.2%
(86) CN1C(=O)/C(=C2\SC(=S)N(CC3CCCO3)C2=O)c2ccccc21 (stereo not given)
  -8%, 2.6%
(87) CCOc1ccccc1NC(=O)c1ccc(N(Cc2ccc(Cl)cc2)S(C)(=O)=O)cc1
  2%, 1.1%
(88) O=C(O)C1C2C=CC(C2)C1C(=O)NCc1cccnc1 (stereo not given)
  ., -2.0%
(89) Cc1cc(=O)oc2c3c4c(cc12)OCCN4CCC3
  ., 39%
(90) Cc1cc2c(c(SCC(=O)N(C)c3ccccc3)n1)C(=O)OC2
  0%, 1.3%
(91) O=C(Cc1ccc(-n2c(=O)[nH]c3ccccc3c2=O)cc1)N1CCN(c2cccc(Cl)c2)CC1
  ., 1.0%
(92) Cc1cc(NC(=O)CCC(=O)N(c2cccc(F)c2)C(C(=O)NC2CCCC2)c2ccncc2)no1 (stereo not given)
  0%, 0.9%
(93) CCOc1ccc(C(=O)c2nc3c(n2O)CCCCC3)cc1
  ., -1.6%
(94) O=C(O)CCCCCN1C(=O)C(=O)/C(=C(/O)c2ccc(Cl)cc2)C1c1ccc(O)cc1 (stereo not given)
  3%, -0.1%
(95) COc1cccc(-c2nc3cc(NC(=O)Cc4ccccc4)ccc3o2)c1
  5%, -0.5%
(96) COc1ccc(S(=O)(=O)N(CCc2ccccc2)CC(=O)Nc2ccc(C)cc2C)cc1
  0%, 2.3%
(97) CCOC(=O)C1=C(C)N=c2s/c(=C\c3ccc(OC)cc3)c(=O)n2C1c1ccc(Cl)cc1 (stereo not given)
  0%, 4.1%
(98) COc1ccc(CCN(C)C(=O)CSc2nccn2C)cc1OC
  -12%, -2.8%
(99) CC(C)C1C(C#N)=C(N)Oc2n[nH]c(-c3ccc4ccccc4c3)c21 (stereo not given)
  ., -1.8%
(100) O=C(NCc1ccco1)C12CC3CC(CC(C3)C1)C2
  ., -1.9%
(101) Cc1ccc(NS(=O)(=O)c2ccc(C)c(C(=O)N3CCN(C)CC3)c2)cc1
  -5%, -5.3%
(102) COc1ccc(C(=O)N2CCN(Cc3cccnc3)CC2)cc1OC
  1%, 0.2%
(103) COCCN1C(=O)C(=O)/C(=C(/O)c2ccccc2)C1c1ccccc1Cl (stereo not given)
  3%, 1.9%
(104) COc1ccc(NC2=CC(c3cccc([N+](=O)[O-])c3)N(c3ccc(OC)cc3)C2=O)cc1 (stereo not given)
  3%, -0.3%
(105) CN(C)c1ccc(-c2nnn(CC(=O)Nc3ccccc3N3CCOCC3)n2)cc1
  -8%, -0.3%
(106) Cn1c(SCC(=O)N2CCOCC2)nc2sc3c(c2c1=O)CCCC3
  -4%, -2.9%
(107) Cn1c(N2CCOCC2)nc(-c2ccccc2)c1-c1ccccc1
  -11%, -0.4%
(108) O=C(NCc1nnc(SCC(=O)N2CCC(Cc3ccccc3)CC2)o1)c1ccccc1F
  -1%, -0.7%
(109) Cc1cc(OCC(O)CN2CCN(C)CC2)ccc1C(C)C (stereo not given)
  -16%, -6.2%
(110) O=C(Cn1nc(Cl)nc1Cl)c1ccc2c(c1)OCCO2
  -8%, 0.7%
(111) CCc1c(C)c2ccc(OCc3ccccc3)c(C)c2oc1=O
  4%, 3.2%
(112) CCNC(=S)NC(C(=O)OC)C12CC3CC(CC(C3)C1)C2 (stereo not given)
  4%, -1.2%
(113) Cc1c(Cl)cccc1NC(=O)CSCc1cccc(Br)c1
  -2%, -0.3%
(114) Cc1ccc(NC(=O)Cc2noc3ccccc23)cc1
  ., -2.4%
